# APJ antagonist: blocks the human apelin receptor APJ. P35414. CHO-K1 APJ beta-arrestin complementation, luminescence. inhibition, % at 20 µM. actives 0.32% (n = 330,000);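 active = inhibition above about 40% at 20 µM, limit read from the data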;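 also: cells challenged with 10 nM apelin-13 agonist together with compound; plate controls were apelin-13 plus DMSO wells for no effect and DMSO wells lacking apelin-13 for full effect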
# Gli-Sufu antag: Gli-Sufu pathway antagonism; actives 0.74% (n = 340,000); inhibition, % at 5 µM; Sufu-KO-LIGHT fibroblasts, Gli luciferase reporter luminescence;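 active = inhibition above about 55%, limit read from the data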;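 also: 0% = DMSO-treated cells and 100% = wells with medium but no cells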
# Jurkat NFkB inh: inhibitors of the PMA/ionomycin-induced NF-kB reporter in Jurkat cells; PMA/ionomycin-induced NF-kB luciferase reporter, luminescence; inhibition, % at 4 µM; actives 0.53% (n = 330,000); in the data active = inhibition above about 50%
# EBI2 antag: antagonists of human EBI2 receptor. AID 651636. actives 0.81% (n = 360,000). inhibition, % at 5 µM. EBI2 beta-arrestin recruitment, luminescence, 7a,25-OHC stimulated; in the data active = inhibition above about 38%;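 also: enzyme fragment complementation signal reports receptor beta-arrestin coupling in cells; 0% = agonist plus DMSO wells and 100% = wells without agonist; some results beyond the cut were filed as inactive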
# Target sequence (P32249 whole entry, looked up, the tested form may be a part): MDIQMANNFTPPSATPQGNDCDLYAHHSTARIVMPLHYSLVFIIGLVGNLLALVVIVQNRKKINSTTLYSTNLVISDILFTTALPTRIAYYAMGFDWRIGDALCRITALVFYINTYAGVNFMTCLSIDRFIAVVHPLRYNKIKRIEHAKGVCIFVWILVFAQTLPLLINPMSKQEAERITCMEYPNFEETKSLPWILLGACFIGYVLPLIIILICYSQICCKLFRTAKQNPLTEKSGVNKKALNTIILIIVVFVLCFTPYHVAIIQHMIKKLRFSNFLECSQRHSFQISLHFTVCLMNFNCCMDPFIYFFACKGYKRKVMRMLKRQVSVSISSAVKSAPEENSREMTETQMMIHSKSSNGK
# 697 NFkB inh: inhibitors of the PMA/ionomycin-induced NF-kB reporter in 697 B cells; 697 B-cell NF-kB luciferase reporter, 16 h; inhibition, % at 4 µM; actives 0.33% (n = 330,000); in the data active = inhibition above about 35%
# CCR6 antag: blocks CCL20-driven beta-arrestin recruitment at human CCR6. P51684. CHO-K1 CCR6 PathHunter beta-arrestin, luminescence, CCL20-stimulated. inhibition, % at 20 µM. actives 0.49% (n = 340,000);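 active = compounds whose inhibition of the agonist-driven luminescence signal at 20 µM reaches about 50%, limit read from the data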;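 also: cells stimulated with CCL20 at 14 nM final; plate controls were DMSO with CCL20 for no effect and DMSO without agonist for full effect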
# Target sequence (P51684 whole entry, looked up): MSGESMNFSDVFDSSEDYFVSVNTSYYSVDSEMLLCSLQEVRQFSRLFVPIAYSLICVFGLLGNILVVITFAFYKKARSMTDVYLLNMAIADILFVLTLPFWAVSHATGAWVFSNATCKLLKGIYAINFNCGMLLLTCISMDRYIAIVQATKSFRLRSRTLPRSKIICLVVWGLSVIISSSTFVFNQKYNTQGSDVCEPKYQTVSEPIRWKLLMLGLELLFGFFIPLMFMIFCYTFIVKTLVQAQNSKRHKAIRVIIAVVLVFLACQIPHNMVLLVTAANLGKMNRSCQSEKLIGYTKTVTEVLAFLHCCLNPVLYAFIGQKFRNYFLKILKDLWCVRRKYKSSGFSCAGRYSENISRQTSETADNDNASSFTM
# CXCR6 block: CXCR6 (human) receptor inhibition | CHO-K1 PathHunter CXCR6 beta-arrestin, luminescence | O00574 | actives 0.36% (n = 360,000) | inhibition, % at 20 µM; in the data active = inhibition above about 34%, passing the limit was not always enough;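 also: antagonist mode with CXCL16 agonist at 10 nM final; 0% = 10 nM CXCL16 with DMSO and 100% = unstimulated wells without agonist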
# UBC13 polyUb: blocks human UBC13 polyubiquitin chain formation; inhibition, % at 20 µM; actives 0.47% (n = 330,000); P61088; TR-FRET; in the data active = inhibition above about 45%, passing the limit was not always enough; inconclusive = no clear call, values can overlap the other calls
# Target sequence (P61088 whole entry, looked up): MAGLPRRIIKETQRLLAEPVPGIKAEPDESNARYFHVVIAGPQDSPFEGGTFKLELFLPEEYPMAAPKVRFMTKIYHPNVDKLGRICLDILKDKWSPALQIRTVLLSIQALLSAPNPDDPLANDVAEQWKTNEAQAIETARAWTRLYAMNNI
# * = called active by the depositor; ? = inconclusive; . = not tested or not shown.
SMILES,APJ antagonist,Gli-Sufu antag,Jurkat NFkB inh,EBI2 antag,697 NFkB inh,CCR6 antag,CXCR6 block,UBC13 polyUb
CCOC(=O)Cc1csc(SCC(=O)Nc2oc(C)c3c(C)n[nH]c(=O)c23)n1,21.0,-14.1,-2.3,-7.3,15.1,14.4,4.2,-4.6
CN(CC(=O)Nc1cccc(F)c1)CC(=O)NC(c1ccccc1)c1ccccc1,10.3,-0.2,-8.0,15.7,-3.7,15.6,7.0,13.7
O=C(Nc1ccccc1Cl)c1ccccc1Cc1ccccc1,9.5,7.7,0.5,5.7,16.9,8.9,4.3,8.4
Cc1c(Cl)ccc2c(C(=O)Nc3cc(C(C)(C)C)on3)cc(-c3ccccn3)nc12,-0.6,12.2,7.6,-17.4,7.3,0.9,-8.8,3.6
O=C(Nc1ccccc1)N1CCN2C(=O)c3ccccc3C12c1ccccc1 (centres undefined),-4.5,2.6,-10.3,-0.9,0.4,-0.2,-8.5,-5.0
Cc1[nH]nc2c1/C(=N\O)CC(C)(C)C2,-17.1,-1.7,-11.9,5.4,-20.3,-5.1,-6.9,-3.0
CCOC(=O)N1CCN(S(=O)(=O)c2ccc(C(=O)Nc3sc4c(c3C(N)=O)CC(C)(C)NC4(C)C)cc2)CC1,15.9,21.3,-11.1,-0.2,-16.1,21.2,15.0,3.5
COc1ccccc1NC(=O)COC(=O)COc1cccc2c1OC(C)(C)C2,25.7,-5.4,8.5,-3.7,24.0,-3.6,-6.1,0.8
CCC1(c2ccccc2)NC(=O)N(CC(=O)N2CCc3ccccc32)C1=O (centres undefined),-14.4,-0.1,-6.2,-2.1,-2.1,-5.5,-11.3,-4.9
Cc1ccccc1CNC(=O)Nc1ccc(Cl)cc1,8.7,-52.4,-39.9,-1.9,-41.7,12.3,-4.5,2.5
CCCCn1c(N)c(N(CC)C(=O)c2cc(S(=O)(=O)N3CCCCCC3)ccc2OC)c(=O)[nH]c1=O,-3.2,-13.9,3.5,-3.9,17.4,7.2,8.6,-2.2
O=C(NCCOc1ccccc1)c1ccccc1Cl,-13.3,-90.4,-129.7,-11.5,-156.1,2.8,11.1,-5.3
COc1ccc(OC)c(CC(NC(C)=O)C(=O)NC2CCN(c3cc(C)nc4ncnn34)CC2)c1 (centres undefined),9.9,.,-1.3,.,14.7,.,.,8.6
CCOc1cccc(C(=O)Nc2ccc3ccccc3c2)c1,8.3,-112.6,-185.0,5.5,-449.2,7.7,-0.8,2.8
CCOC(=O)N1CCN(C(=S)NC2CCCC2)CC1,-2.7,31.3,-11.8,6.3,-9.0,-3.5,3.8,6.5
COc1cccc(C(C(=O)NC2CCCC2)N(C(=O)c2csnn2)C2CC2)c1 (centres undefined),-12.2,21.5,1.5,-5.3,20.0,0.6,0.4,-1.0
CC(C(=O)Nc1ccccc1)N1C(=O)c2ccccc2C1=O (centres undefined),-3.4,-1.6,-8.0,-5.3,15.7,8.5,-6.1,5.3
COc1ccc(OC)c(CCNC(=O)CC2Oc3ccc(C)cc3NC2=O)c1 (centres undefined),.,-17.0,.,-2.7,.,4.8,1.6,.
COc1cccc(C(=O)n2c(SC)nc3cc4c(cc32)OCCO4)c1,0.6,-5.8,-14.6,-13.3,-2.0,10.4,5.0,14.6
Cc1[nH][nH]c(=O)c1C(c1ccc(O)c(Br)c1)c1c(C)[nH][nH]c1=O,10.4,41.4,-5.3,-10.4,-0.1,29.4,7.7,-20.6
CCOc1ccc(-c2nnc(-c3ccccc3)n2-c2ccccc2)cc1,10.1,-7.5,-6.4,1.8,-61.2,-14.4,14.5,1.1
NC1=NC(=O)/C(=C/c2cccs2)S1,-7.4,-5.3,-20.6,1.2,12.0,-7.2,6.4,-8.9
COc1ccc(CCNC(=O)CSc2nnc3ccc(-c4cccnc4)nn23)cc1OC,-15.0,-7.3,-8.2,-0.9,2.9,7.9,-3.0,-9.6
Cc1c(N2C(=O)CS/C2=N\N=C\c2ccc(Br)cc2)c(=O)n(-c2ccccc2)n1C,1.3,12.1,-1.2,-6.3,13.3,-19.0,5.4,-5.9
CCOc1ccc(CN2CCN(C3CCC3)CC2CCO)cc1 (centres undefined),3.0,1.8,-19.0,-6.3,5.8,13.1,-7.9,-5.9
O=C(Nc1ccc(F)c([N+](=O)[O-])c1)c1ccc2c(c1)OCCO2,6.5,-6.5,-27.7,-9.1,-17.0,9.3,-24.9,2.9
COc1cc(NC(=O)C2=C(C)OCCS2)c(Cl)cc1C(=O)NCCN1CCN(C)CC1,-5.1,29.3,-4.9,4.9,-10.1,9.2,8.7,16.4
Cc1cc(OCC(=O)NC2CCCCC2)ccc1Cl,1.1,-20.9,-10.7,3.0,-7.0,14.2,-1.2,-4.6
CC(=O)c1cnc2cc(-c3cccc(Br)c3)nn2c1C,20.0,-85.7,-91.6,10.7,-86.5,7.2,-2.6,1.6
CCOC(=O)c1sc(N2C(=O)C(O)=C(C(=O)c3ccco3)C2c2ccco2)nc1C (centres undefined),.,7.3,.,1.6,.,9.8,4.8,.
Cc1cccc(C2(c3cccc(C)c3)OC(=O)c3ccccc32)c1,4.5,4.5,-2.4,6.8,-1.7,25.9,21.2,3.6
CCN(CC)C(=O)C1CCCN(C(=O)Nc2ccc3nsnc3c2)C1 (centres undefined),-18.6,-7.3,-7.0,-8.5,17.0,-11.4,-1.6,17.6
Cc1ccc(N2C(=O)c3ccc(C(=O)N4CCOCC4)cc3C2=O)cc1C,-10.4,7.7,7.2,-0.3,-2.4,11.8,-4.2,2.3
CCOc1ccc(OCCCCOc2ccccc2C(C)=O)cc1,-3.6,6.7,-0.2,3.3,-27.9,0.9,-1.3,16.2
CC(C)CC(=O)NC(=S)Nc1sc2c(c1C(N)=O)CCC2,16.6,-41.8,-3.3,15.9,-38.9,32.3,16.5,-4.9
CC(NC(=O)Cc1ccc(NC2=NC3CS(=O)(=O)CC3S2)cc1)c1ccccc1 (centres undefined),-0.2,8.5,-10.1,-3.8,14.4,-11.4,-7.6,-4.4
CCc1cc2c(NC(Cc3ccccc3)C(=O)O)nc(C)nc2s1 (centres undefined),12.2,9.9,-3.9,-8.6,-5.2,2.9,-7.5,-7.1
CN1N=C(C(=O)Nc2ccc3c(c2)CCC3)CCC1=O,21.3,-19.1,-33.4,8.9,-17.9,0.9,-4.5,-10.2
Cc1cc(C)c(C)c(OCCN2CCOCC2)c1,0.9,-0.2,3.5,-2.1,7.0,8.5,6.1,-3.4
COc1cccc(NC(=S)NCc2ccccn2)c1,1.5,-34.5,-17.6,-11.0,-18.4,-10.8,-6.2,4.1

# Another view of some results above:
Cc1ccccc1CNC(=O)Nc1ccc(Cl)cc1
- APJ antagonist = 8.7
- Gli-Sufu antag = -52.4
- Jurkat NFkB inh = -39.9
- EBI2 antag = -1.9
- 697 NFkB inh = -41.7
- CCR6 antag = 12.3
- CXCR6 block = -4.5
- UBC13 polyUb = 2.5

Cc1cc(C)c(C)c(OCCN2CCOCC2)c1
- APJ antagonist = 0.9
- Gli-Sufu antag = -0.2
- Jurkat NFkB inh = 3.5
- EBI2 antag = -2.1
- 697 NFkB inh = 7.0
- CCR6 antag = 8.5
- CXCR6 block = 6.1
- UBC13 polyUb = -3.4

# The list continues:
SMILES,APJ antagonist,Gli-Sufu antag,Jurkat NFkB inh,EBI2 antag,697 NFkB inh,CCR6 antag,CXCR6 block,UBC13 polyUb
O=C(COC(=O)C1=Cc2ccccc2OC1)NCc1ccc(F)cc1,.,-0.3,.,-1.8,.,6.5,5.7,.
CCOCCCNC(=O)CCC(=O)NNc1nc2ccccc2c2nc(C)nn12,-8.5,7.2,-4.0,-3.6,-17.9,5.3,-0.4,-11.1
CN(C)c1c2ccccc2nc2c(F)c(F)c(F)c(F)c12,-31.7,-4.5,-41.0,-3.9,-40.0,-0.8,9.2,3.9
CC(=O)N1CCc2cc(Br)cc(S(=O)(=O)N3CCN(C(=O)c4ccco4)CC3)c21,2.6,0.7,6.9,9.6,5.2,16.8,-1.5,-3.1
CC(=O)COc1cccc2ccc(/C=C/c3ccc(Br)s3)nc12,-1.2,-2.0,-9.1,1.6,-36.2,23.3,-1.4,-2.2
NC(=O)c1nsc(C(=O)N(CC(=O)NC2CCCC2)c2cccc(C(F)(F)F)c2)c1N,5.3,-37.5,-20.6,-1.7,1.5,5.4,4.2,18.7
COc1cc(N2Cc3ccccc3C2)ccc1C=O,-9.8,-51.9,-40.5,-0.9,-250.1,3.2,-2.3,-13.3
COc1ccc(OC)c2c(C)cc(N3CCCCCC3)nc12,6.0,5.1,7.7,16.0,-14.3,26.1,-2.0,-48.2
CC(=O)NS(=O)(=O)c1ccc(NC(=O)CCC2CCCC2)cc1,-1.8,6.1,-1.8,0.4,16.5,12.2,6.4,10.9
c1ccc2c(N3CCOCC3)nc(N3CCOCC3)nc2c1,16.5,-6.0,18.3,-0.1,5.3,7.6,2.2,11.5
O=[N+]([O-])c1ccc(COc2ccc(-c3[nH]ncc3-c3ccccc3)c(O)c2)cc1,-6.8,4.4,-2.1,-1.3,3.2,5.9,0.5,1.7
Cc1ccc(C)c(-n2cc[nH]c2=S)c1,-5.0,-2.5,-2.6,-15.7,20.0,-6.6,0.4,9.6
CCOc1ccc(C(O)c2nccn2C)cc1 (centres undefined),11.9,0.2,-3.6,-7.9,21.9,-0.4,7.5,-1.8
N=c1n(CCCOc2ccc(Br)cc2)c2ccccc2n1CC(N)=O,33.5,5.0,-0.3,3.3,-11.5,9.2,4.0,-0.7
C[C@H]1CN=C(N(C)C)N1CCC1CCCC1,15.6,-3.6,-5.6,-2.6,11.3,-3.6,0.9,3.1
Cc1ccc(-n2nc3c(c2NC(=O)c2cccs2)CSC3)cc1,3.6,-2.2,11.3,-7.6,0.1,7.7,2.8,-3.8
CCOCCCNC(=O)c1cc(-c2cccnc2)nc2ccc(S(=O)(=O)N3CCC(C)CC3)cc12,-54.2,1.3,6.8,-11.3,6.5,1.4,13.1,2.2
COc1cccc(NC(=O)CSc2nc3ccccc3c(=O)n2Cc2cccs2)c1,0.9,17.2,4.3,22.9,-16.5,14.0,2.2,60.6*
O=C(NNc1cccc(Cl)n1)Nc1ccccc1F,-8.2,9.7,-10.6,-3.1,-36.9,-7.5,-3.0,-15.8
Cc1cccn2c(=O)c(C=C(C#N)C#N)c(N3CCN(C)CC3)nc12,1.9,8.9,9.7,1.2,16.3,-10.8,0.6,-0.9
Cc1ccc(C(CC(=O)N2CCCC2)c2ccccc2)c(O)c1 (centres undefined),16.7,-1.5,6.7,-19.8,6.5,-1.3,-3.2,8.1
c1ccc(-c2nnc(CN3CCN(c4ccccc4)CC3)o2)cc1,0.3,0.7,11.2,-9.0,-10.8,1.0,-0.3,-1.2
CN(Cc1ccccc1)S(=O)(=O)c1ccc(Cl)c(C(=O)NCCc2ccccn2)c1,-3.9,3.3,22.3,-4.4,20.9,-5.4,-4.0,13.8
Cc1ccc(SCC(=O)OCC(=O)NCCNC(=O)COC(=O)CSc2ccc(C)c(C)c2)cc1C,-14.9,-5.9,5.7,5.6,5.5,4.5,1.9,11.3
O=[N+]([O-])c1cc(C2Nc3cccc4cccc(c34)N2)ccc1Cl,-8.2,-5.0,-26.0,-14.8,-25.3,25.9,-4.9,-19.5
Cc1cc(Br)ccc1NC(=O)c1sc2ncnc(N3CCN(c4ccccn4)CC3)c2c1C,-0.7,38.2,33.0,18.4,-26.9,23.2,6.5,?
COc1ccc(N2C(C)=CS/C2=C(/C#N)c2nnc(N3CCOCC3)n2-c2ccccc2)cc1,13.5,-1.7,-4.4,-5.6,-10.3,6.1,1.1,-2.7
CCCCOc1ccc(C(=O)NCC(=O)OCC(=O)N2CCN(S(=O)(=O)c3ccc(C)cc3C)CC2)cc1,1.3,-2.7,-12.9,-1.1,-4.4,-2.1,-3.2,6.0
C=C(C)CSc1nc(N)c2c3c(sc2n1)CCC3,1.7,-49.9,-66.0,4.5,-84.0,1.9,1.4,11.2

# Record cards, as listed above. Order of values: APJ antagonist	Gli-Sufu antag	Jurkat NFkB inh	EBI2 antag	697 NFkB inh	CCR6 antag	CXCR6 block	UBC13 polyUb
# Profile of C=C(C)CSc1nc(N)c2c3c(sc2n1)CCC3 : 1.7	-49.9	-66.0	4.5	-84.0	1.9	1.4	11.2
# Profile of Cc1cc(Br)ccc1NC(=O)c1sc2ncnc(N3CCN(c4ccccn4)CC3)c2c1C : -0.7	38.2	33.0	18.4	-26.9	23.2	6.5	?

# Assay outcomes (PubChem BioAssay)
